Screening results (PubChem BioAssay)
esBAF inh: Bmi1 luciferase reporter increase in mESCs, primary screen, esBAF inhibitor project, mouse ES cells, Bmi1 luciferase knock-in, single point. 24 h; 100% = twice the neutral-well signal. reporter increase, % at 12.5 µM. 350,000 tested, 2% active; in the data active = activation above about 40%;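 also: 0% = median of the plate's neutral control wells and 100% = double that signal; a rise in the Bmi1 reporter signal indicates esBAF inhibition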
ARNT-TACC3 inh: disruptors of ARNT/TACC3 protein interaction, primary screen, biochemical, AlphaScreen, single concentration | Transforming acidic coiled-coil-containing protein 3 (Homo sapiens), Q9Y6A5 | AlphaScreen His-ARNT PAS-B/GST-TACC3 binding, luminescence; TACC3 fragment carries E629A point mutation | inhibition, % at 9.99 µM | 390,000 tested, 0.66% active | AID 623870, 2012;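 active = mean inhibition of replicates at least 50% and at least half of replicates each reaching 50%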;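 also: 0% = complete ARNT plus TACC3 wells and 100% = ARNT alone without TACC3; many hits fall short of the cut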
RAD52 anneal inh: RAD52 DNA annealing inhibitors, primary screen, biochemical, FRET, single point, set 2; DNA repair protein RAD52 homolog (Homo sapiens), P43351; AID 651710, 2012; inhibition, % at 18.7 µM; 360,000 tested, 0.46% active; recombinant RAD52 DNA annealing, FRET fluorescence;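 active = every replicate showing at least 50% inhibition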
PglD DTNB: C. jejuni PglD acetyltransferase inhibitors, primary screen, biochemical, DTNB colorimetric, single point | UDP-N-acetylbacillosamine N-acetyltransferase PglD (Campylobacter jejuni) | purified PglD enzyme, DTNB colorimetric CoA detection | inhibition, % at 12.5 µM | 360,000 tested, 0.098% active | AID 602405, 2012; in the data active = inhibition above about 16%, passing the limit was not always enough; also: strong numbers were not always called active
RAD54 branch: inhibitors of human RAD54 branch migration, primary screen, biochemical, fluorescence, single point | AID 602329, 2012 | DNA repair and recombination protein RAD54-like (Homo sapiens), Q92698 | 360,000 tested, 0.14% active | RAD54 Holliday junction branch migration, FAM/BHQ fluorescence | inhibition, % at 10.4 µM;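 active = mean normalized replicate activity at least 40 and at least half of replicates scoring 40 or more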;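 also: 0% = median of neutral control wells and 100% = median of positive control wells; inhibitors cause a drop in the FAM fluorescence signal; in these data hits start at about 50%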
Target sequence (Q92698 whole entry, looked up): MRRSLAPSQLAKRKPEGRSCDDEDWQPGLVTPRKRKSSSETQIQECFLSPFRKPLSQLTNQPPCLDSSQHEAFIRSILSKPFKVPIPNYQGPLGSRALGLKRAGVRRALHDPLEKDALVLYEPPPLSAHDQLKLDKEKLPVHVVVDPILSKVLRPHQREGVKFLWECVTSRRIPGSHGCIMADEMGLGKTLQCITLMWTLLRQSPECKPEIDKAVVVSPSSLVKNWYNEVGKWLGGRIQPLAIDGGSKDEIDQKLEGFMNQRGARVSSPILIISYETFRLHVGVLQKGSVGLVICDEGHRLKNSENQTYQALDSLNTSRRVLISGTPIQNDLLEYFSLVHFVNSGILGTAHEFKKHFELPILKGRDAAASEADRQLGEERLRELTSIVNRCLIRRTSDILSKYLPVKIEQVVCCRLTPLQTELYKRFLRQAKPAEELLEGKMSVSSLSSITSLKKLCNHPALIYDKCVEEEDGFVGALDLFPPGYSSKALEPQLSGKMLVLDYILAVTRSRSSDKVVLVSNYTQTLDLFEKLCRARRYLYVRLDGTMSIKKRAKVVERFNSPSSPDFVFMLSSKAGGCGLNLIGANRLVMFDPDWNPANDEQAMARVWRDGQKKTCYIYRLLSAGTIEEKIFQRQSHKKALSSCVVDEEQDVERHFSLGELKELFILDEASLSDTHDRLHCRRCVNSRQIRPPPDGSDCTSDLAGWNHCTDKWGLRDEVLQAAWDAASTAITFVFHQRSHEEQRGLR
ERp5 inh: inhibitors of ERp5-driven insulin aggregation, primary screen, biochemical, turbidity, absorbance 650 nm, single point; 90 min; inhibition, % at 9.99 µM; 350,000 tested, 0.05% active; AID 651711, 2012;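 active = mean replicate inhibition above about 25%, with every replicate also reaching it, limit read from the data, passing the limit was not always enough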
E-sel inducer: E-selectin induction in HUVECs, primary screen, imaging, HUVEC, immunofluorescence imaging, single point | 260,000 tested, 0.37% active | P16581 | activation, % at 7.58 µM | normalized: neutral wells 0, TNF-alpha wells 100;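 active = mean E-selectin-positive cell signal at least 10% of the positive control, reached in at least 60% of replicates, without over 20% cell loss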;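 also: in these data hits start at about 27%; measured in HUVEC primary endothelial cells; signal is the percent of cells scored E-selectin positive by PE staining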
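System: HUVEC, human umbilical vein endothelial cells; quantity: 3,000 cells/well; buffer or medium: EGM-2 medium, gelatin-coated wells; dosing: single-point compound dose; detection: immunofluorescence imaging; evaluation: % PE-positive cells; benchmarks: TNF-alpha, DMSO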
CASP6 VEID inh: human caspase-6 inhibitors, primary screen, biochemical, VEID-R110 fluorescence, single point, set 2; inhibition, % at 12.5 µM; 350,000 tested, 0.53% active; purified caspase-6, Z-VEID-R110 cleavage fluorescence;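 active = mean inhibition across replicates at least about 35%, with every replicate also reaching that limit, limit read from the data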;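 also: 0% = median of neutral control wells and 100% = no fluorescence left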
Target sequence (P55212 24-179 limits assumed): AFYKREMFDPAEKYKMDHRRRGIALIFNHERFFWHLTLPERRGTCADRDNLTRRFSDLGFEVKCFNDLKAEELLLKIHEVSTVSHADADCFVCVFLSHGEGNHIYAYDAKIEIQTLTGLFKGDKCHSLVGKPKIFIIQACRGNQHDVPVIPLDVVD
Target sequence (P55212 194-293 limits assumed): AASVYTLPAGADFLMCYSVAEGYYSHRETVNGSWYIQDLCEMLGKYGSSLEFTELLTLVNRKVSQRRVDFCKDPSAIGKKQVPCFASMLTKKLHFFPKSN
Numbers without * were called inactive; · = not tested or not shown.

(1) CC1(C)NC(=O)N(CC(O)COC2CCCCC2)C1=O (centres undefined)
(2) CO[C@@H](CN(C)S(=O)(=O)c1ccc(F)cc1)[C@H](C)CN([C@H](C)CO)S(=O)(=O)c1cccc(Cl)c1
(3) Clc1ccc2c(NCc3ccccc3)ccnc2c1
(4) C[C@@H]1CN([C@H](C)CO)C(=O)Cc2cc(N(C)C)ccc2O[C@@H]1CN(C)C(=O)Nc1ccc(F)cc1
(5) Cc1cccc2nc(CNc3ccc(F)cc3)cn12
(6) Cc1ccccc1-c1nc(CS(=O)(=O)CC(=O)NC(C)c2ccccc2)c(C)o1 (centres undefined)

Compound	1	2	3	4	5	6
esBAF inh	-1	3	5	1	56*	-7
ARNT-TACC3 inh	-5	12	6	-3	4	1
RAD52 anneal inh	·	8	-5	-1	·	-13
PglD DTNB	0	2	-5	1	-1	3
RAD54 branch	-6	5	8	-3	-6	-16
ERp5 inh	·	-4	8	-1	·	4
E-sel inducer	·	-0.1	0.2	-4.0	·	·
CASP6 VEID inh	·	1	1	2	·	2

(7) CO[C@@H]1CN(C)C(=O)c2ccc(NS(=O)(=O)c3ccc(Cl)cc3)cc2OC[C@H](C)NC[C@@H]1C
(8) O=C1N[C@@H](c2ccccc2)COC(=O)[C@H](Cc2ccc(F)cc2)C/C=C\C[C@@H]1CC(=O)N(CCO)Cc1ccccc1
(9) C[C@H]1CCCCO[C@@H](CN(C)C(=O)Nc2cccc3ccccc23)[C@@H](C)CN([C@@H](C)CO)C(=O)c2cc(NS(=O)(=O)c3ccc(Cl)cc3)ccc2O1
(10) O=C(C[C@@H]1C=C[C@@H](NC(=O)Nc2cccc(F)c2)[C@H](CO)O1)NCC1CCCCC1
(11) CC1CCN(C(=O)COC(=O)c2n[nH]c3ccccc23)CC1
(12) CCCC#Cc1cnc2c(c1)C(=O)N([C@H](C)CO)C[C@@H](C)[C@@H](CN(C)C(=O)c1ccccc1)O2

Compound	7	8	9	10	11	12
esBAF inh	0	-2	3	-5	58*	3
ARNT-TACC3 inh	-2	-6	9	0	-5	-3
RAD52 anneal inh	-15	-6	-24	0	·	-4
PglD DTNB	2	1	20	3	-2	-1
RAD54 branch	3	9	-4	-1	4	3
ERp5 inh	9	2	-6	4	·	1
E-sel inducer	0.0	0.2	·	-0.1	·	0.3
CASP6 VEID inh	0	1	2	1	·	-2

(13) O=C(CSc1nnc(-c2cc3ccccc3cc2O)n1Cc1ccco1)c1ccc(F)cc1
(14) COCCN=c1scc(-c2ccc3c(c2)NC(=O)CO3)n1/N=C(\C)c1ccc(O)cc1
(15) Cc1ccc(N2CC(C(=O)Nc3nnc(SCCC4OCCO4)s3)CC2=O)cc1C (centres undefined)
(16) COc1ccc(-c2c(C)nn3c(N4CCCCCC4)cc(C)nc23)cc1OC
(17) O=[N+]([O-])c1ccccc1S(=O)c1ccccc1[N+](=O)[O-]
(18) Cc1noc(C)c1NC(=O)Nc1ccc2c(c1)C(=O)N([C@@H](C)CO)C[C@H](C)[C@H](CN(C)C(=O)C1CCCCC1)OCCCC[C@H](C)O2

Compound	13	14	15	16	17	18
esBAF inh	9	6	-6	-10	·	-2
ARNT-TACC3 inh	-2	2	1	-1	·	-8
RAD52 anneal inh	·	-3	-35	-3	-4	0
PglD DTNB	2	-1	8	1	·	-1
RAD54 branch	-13	4	-1	3	·	4
ERp5 inh	·	-7	-21	1	5	5
E-sel inducer	5.3	0.2	-0.1	0.3	0.0	-0.1
CASP6 VEID inh	·	-4	10	0	3	2

In the list so far, these have an aryl thioether with sulfur outside any ring.
(13) O=C(CSc1nnc(-c2cc3ccccc3cc2O)n1Cc1ccco1)c1ccc(F)cc1
(15) Cc1ccc(N2CC(C(=O)Nc3nnc(SCCC4OCCO4)s3)CC2=O)cc1C (centres undefined)

Compound	13	15
esBAF inh	9	-6
ARNT-TACC3 inh	-2	1
RAD52 anneal inh	·	-35
PglD DTNB	2	8
RAD54 branch	-13	-1
ERp5 inh	·	-21
E-sel inducer	5.3	-0.1
CASP6 VEID inh	·	10

Other compounds follow:
(19) CCOC(=O)CCSc1nc(C(C)(C)C)cc(C(F)(F)F)c1C#N
(20) Cc1cn(-c2cc(NC(=O)c3ccc(C)c(NC(=O)c4cccc(-c5cn[nH]c(=O)c5)c4)c3)cc(C(F)(F)F)c2)cn1
(21) O=C(COc1ccc2c3c(c(=O)oc2c1)CCC3)NCCCN1CCCC1=O
(22) COc1ccc(NS(=O)(=O)c2cccc(C(=O)N3CCN(C(=O)c4ccco4)CC3)c2)cc1
(23) OC(c1ccc(Cl)cc1)c1ncc(-c2ccccc2F)[nH]1 (centres undefined)
(24) Cc1cccc(CN2CCC(C(=O)Nc3cccc(-c4cccc(F)c4)c3)CC2)n1

Compound	19	20	21	22	23	24
esBAF inh	-3	-4	-3	0	51*	3
ARNT-TACC3 inh	-1	-3	8	2	·	4
RAD52 anneal inh	·	·	5	-5	0	-28
PglD DTNB	3	-2	4	2	-2	-5
RAD54 branch	-1	-4	20	-7	-7	5
ERp5 inh	·	·	-4	1	3	2
E-sel inducer	·	·	·	·	-0.1	·
CASP6 VEID inh	·	·	1	-2	4	-7

(25) O=C(/C=C/c1c(Cl)nc2ccccn12)N1CCN(c2ccccc2F)CC1
(26) CCCC(=O)Nc1ccc(-c2nc3ncccc3o2)cc1
(27) O=C(Nc1ccccc1)c1cc(C2CCCN(C(=O)C3CC3)C2)on1 (centres undefined)
(28) Cc1ccc(-c2ccc(CN3C(C(C)C)C(=O)N(Cc4cn(CCC5OCCO5)nn4)CCS3(=O)=O)cc2)cc1 (centres undefined)
(29) CCOC(=O)N1CCN(C(=O)c2cc3sccc3n2C)CC1
(30) Cc1ccc(C(C(=O)NC(C)(C)C)N(CC2CCCO2)C(=O)CCC(=O)Nc2ccccn2)cc1 (centres undefined)

Compound	25	26	27	28	29	30
esBAF inh	·	37	-63	12	-6	5
ARNT-TACC3 inh	-7	-3	·	·	-17	5
RAD52 anneal inh	-18	-7	-5	-16	-2	-10
PglD DTNB	1	-5	4	-1	1	2
RAD54 branch	3	-6	6	1	1	-8
ERp5 inh	2	4	1	-28	-11	3
E-sel inducer	·	-0.1	-0.1	·	·	·
CASP6 VEID inh	-5	-3	0	0	3	0

(31) COC(=O)C(CC(C)C)NC(=O)c1cc(OC)c(OC)c(OC)c1 (centres undefined)
(32) Cc1ccc2c(C(=O)CN3CCN(C4CCCCC4)CC3)c(C)[nH]c2c1
(33) C[C@H]1CN([C@@H](C)CO)C(=O)Cc2cc(NC(=O)Nc3ccc4c(c3)OCO4)ccc2O[C@H]1CN(C)C(=O)Nc1ccc2c(c1)OCO2
(34) CCc1ccc(N2C(=O)CC(N3CCC(C(=O)OC)CC3)C2=O)cc1 (centres undefined)
(35) Cc1c(C(=O)N/N=C/c2c(O)ccc3ccccc23)nnn1-c1nonc1N
(36) O=C(OCc1ccc(Br)cc1)c1cccnc1Cl

Compound	31	32	33	34	35	36
esBAF inh	7	-9	1	-6	-36	3
ARNT-TACC3 inh	-1	0	-7	-2	-10	-3
RAD52 anneal inh	·	·	3	·	-25	-6
PglD DTNB	0	-4	4	3	0	1
RAD54 branch	-7	16	4	-2	-7	-9
ERp5 inh	·	·	-2	·	2	3
E-sel inducer	·	·	·	·	0.0	0.0
CASP6 VEID inh	·	·	2	·	-4	0

(37) Cc1noc(C)c1S(=O)(=O)N(C)C[C@H]1OCCCC[C@@H](C)Oc2ccc(NS(=O)(=O)c3cccs3)cc2C(=O)N([C@H](C)CO)C[C@@H]1C
(38) CNC[C@H]1Oc2cc(-c3ccc(C(=O)N(C)C)cc3)ccc2S(=O)(=O)N([C@H](C)CO)C[C@@H]1C
(39) O=C(CN=C1NC(=O)C(c2ccccc2)(c2ccccc2)N1)NCc1ccc(F)cc1
(40) COCC(=O)Nc1ccc2c(c1)C(=O)N(C)C[C@H](OC)[C@H](C)CN(C(=O)c1ccccc1)[C@@H](C)CO2
(41) O=C(NN=Cc1cc(Br)c(O)c(Br)c1)c1ccccc1NS(=O)(=O)c1cccs1
(42) COc1cccc(/C=N/NC(=O)c2c(C)nc3ccc(Cl)cn23)c1O

Compound	37	38	39	40	41	42
esBAF inh	-6	-2	·	-1	-2	-56
ARNT-TACC3 inh	-4	-2	-8	-2	2	12
RAD52 anneal inh	42	0	-10	-1	-9	-2
PglD DTNB	3	-3	·	-3	6	-3
RAD54 branch	2	-8	·	0	-7	5
ERp5 inh	8	1	11	10	-1	6
E-sel inducer	-0.2	-0.1	·	0.2	-0.3	0.6
CASP6 VEID inh	5	-1	-1	·	16	-2

Profiles from above:
`CNC[C@H]1Oc2cc(-c3ccc(C(=O)N(C)C)cc3)ccc2S(=O)(=O)N([C@H](C)CO)C[C@@H]1C` across the screens: esBAF inh: -2; ARNT-TACC3 inh: -2; RAD52 anneal inh: 0; PglD DTNB: -3; RAD54 branch: -8; ERp5 inh: 1; E-sel inducer: -0.1; CASP6 VEID inh: -1
`O=C(CN=C1NC(=O)C(c2ccccc2)(c2ccccc2)N1)NCc1ccc(F)cc1` across the screens: esBAF inh: ·; ARNT-TACC3 inh: -8; RAD52 anneal inh: -10; PglD DTNB: ·; RAD54 branch: ·; ERp5 inh: 11; E-sel inducer: ·; CASP6 VEID inh: -1

More records follow.
(43) O=C(O)c1cc2c(ccc3ccccc32)o1
(44) CC(Sc1ncnc2c1cnn2-c1ccccc1)C(=O)NCC1CCCO1 (centres undefined)
(45) Cc1ccc(S(=O)(=O)N(C)C[C@@H]2Oc3c(NC(=O)Nc4ccc5c(c4)OCO5)cccc3C(=O)N([C@H](C)CO)C[C@@H]2C)cc1
(46) CN(C1CCCCC1)S(=O)(=O)c1ccc(SCC(N)=O)nc1
(47) CC(C)NC(=O)Nc1ccc2c(c1)CC(=O)N([C@@H](C)CO)C[C@H](C)[C@@H](CN(C)S(=O)(=O)c1cccs1)O2
(48) Cc1cccc(C)c1OC(=O)CSc1nnc(-c2ccccc2)o1

Compound	43	44	45	46	47	48
esBAF inh	-3	·	1	-2	3	-10
ARNT-TACC3 inh	5	3	-6	·	-17	-10
RAD52 anneal inh	-18	-12	17	-15	-3	·
PglD DTNB	2	-3	-2	2	2	5
RAD54 branch	-6	10	-7	0	-4	1
ERp5 inh	-6	-1	6	4	-3	·
E-sel inducer	·	·	0.0	-0.7	0.0	·
CASP6 VEID inh	1	1	-3	1	1	·

(49) CC1(C)CC2(CCO1)OC(=O)CC2C(=O)Nc1ccc(Br)cc1 (centres undefined)
(50) C[C@H](CO)N1C[C@H](C)[C@H](CN(C)Cc2ccccc2)OCCCC[C@H](C)Oc2ccc(NS(=O)(=O)c3ccc(F)cc3)cc2C1=O
(51) CS(=O)(=O)c1ccc(C(=O)NC(Cc2ccccc2)c2ccccc2)cc1 (centres undefined)
(52) CC(C)(C)S(=O)N1Cc2cc(C(=O)NCC(F)(F)F)nc(-c3cccc(-c4cccc(F)c4)c3)c2[C@H]1CCO (some centres undefined)

Compound	49	50	51	52
esBAF inh	-6	1	4	-8
ARNT-TACC3 inh	-1	-10	-2	·
RAD52 anneal inh	-12	77*	-21	-25
PglD DTNB	6	1	2	-9
RAD54 branch	-1	-11	2	-14
ERp5 inh	0	1	4	5
E-sel inducer	2.8	·	·	0.2
CASP6 VEID inh	5	1	-4	3
